High-throughput results from PubChem BioAssay.
N370S GC mod: qHTS Assay for Inhibitors and Activators of N370S glucocerebrosidase as a Potential Chaperone Treatment of Gaucher Disease; AID 2101, 2009; Lysosomal acid glucosylceramidase (Homo sapiens), P04062; 330,000 tested, 0.092% active; N370S GC spleen homogenate, 4MU-glucoside fluorescence; Potency, µM (top dose mostly 59.4 µM), without a hit: at the top dose activity change, negative = inhibition, hits mostly inhibitors;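 further: 0% = full enzyme activity and -100% = no enzyme basal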
TDP1 inh: qHTS Assay for Inhibitors of Tyrosyl-DNA Phosphodiesterase (TDP1). Tyrosyl-DNA phosphodiesterase 1 (Homo sapiens), Q9NUW8. 350,000 tested, 0.28% active. recombinant TDP1, AlphaScreen DNA substrate cleavage. Potency, µM (series often up to 130 µM), without a hit: at the highest dose activity change, negative = inhibition, most hits filed as inhibitors; further: nearly all actives have a fitted effect of over 40% in size
Target sequence (Q9NUW8 whole entry, looked up): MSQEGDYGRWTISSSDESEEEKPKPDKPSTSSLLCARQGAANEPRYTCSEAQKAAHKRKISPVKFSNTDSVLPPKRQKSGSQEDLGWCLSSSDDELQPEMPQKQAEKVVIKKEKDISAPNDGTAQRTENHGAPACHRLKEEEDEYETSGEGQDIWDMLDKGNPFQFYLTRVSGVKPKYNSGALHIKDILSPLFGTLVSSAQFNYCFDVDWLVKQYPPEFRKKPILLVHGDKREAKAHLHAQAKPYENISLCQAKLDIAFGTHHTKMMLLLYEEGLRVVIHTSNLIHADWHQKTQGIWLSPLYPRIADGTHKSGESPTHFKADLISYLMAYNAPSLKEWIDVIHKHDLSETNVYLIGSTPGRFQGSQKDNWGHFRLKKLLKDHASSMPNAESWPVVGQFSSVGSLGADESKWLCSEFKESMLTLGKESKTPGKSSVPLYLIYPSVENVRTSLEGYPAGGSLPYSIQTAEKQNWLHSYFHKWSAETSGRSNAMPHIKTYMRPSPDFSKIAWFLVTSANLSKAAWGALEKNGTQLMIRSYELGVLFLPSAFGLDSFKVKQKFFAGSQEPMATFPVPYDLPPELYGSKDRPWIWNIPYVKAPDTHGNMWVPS
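Here, a 5' biotin and 3' phosphotyrosine-FITC DNA oligonucleotide reports Tdp1 activity: intact substrate bridges AlphaScreen beads, while cleavage leaves a 3' phosphate and drops signal. All incubations at room temperature.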
FEN1 inh: qHTS Assay for the Inhibitors of Human Flap endonuclease 1 (FEN1); AID 588795, 2011; Recombinant FEN1 flap cleavage, fluorescence, 15 min; P39748; Potency, µM (top dose mostly 114 µM), for inactives: at the top dose activity change, negative = inhibition, most hits filed as inhibitors; 390,000 tested, 0.35% active; further: nearly all actives have a fitted effect of over 65% in size
Target sequence (P39748 whole entry, looked up): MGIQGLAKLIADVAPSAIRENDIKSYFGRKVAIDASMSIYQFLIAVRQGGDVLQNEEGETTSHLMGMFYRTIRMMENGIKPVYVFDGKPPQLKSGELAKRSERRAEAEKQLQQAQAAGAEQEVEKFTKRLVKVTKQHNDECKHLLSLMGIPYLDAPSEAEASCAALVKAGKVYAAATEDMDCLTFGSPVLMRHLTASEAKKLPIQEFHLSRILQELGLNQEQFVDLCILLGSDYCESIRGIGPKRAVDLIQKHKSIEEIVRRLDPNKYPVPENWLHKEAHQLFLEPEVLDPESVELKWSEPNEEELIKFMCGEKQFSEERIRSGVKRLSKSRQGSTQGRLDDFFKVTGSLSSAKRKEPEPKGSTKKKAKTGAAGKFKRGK
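FEN1 at 10 nM, compound pretreatment for 15 min (room temperature), 50 nM final substrate to initiate; endpoint reads at 0 and 15 min; DMSO-only plates used as vehicle background.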
* = called active by the depositor; ? = inconclusive; . = not tested or not shown; & = joins results of further samples; [ ] = remark or other dose. The call rests on the fitted dose curve; in most records, active means well fitted curve in the direction sought with a large enough effect; inconclusive means small, poorly fitted or top-dose-only effect, or another doubt; inactive means no such curve, though single readings can be large; an effect the other way counts as inactive or inconclusive. Unless noted, on the % scale 0 is the no-effect control and ±100 the full control effect; potency means the concentration at half of the fitted maximal effect. Compounds as they come; 0.53% or so of the library scored in one or more.

SMILES | N370S GC mod | TDP1 inh | FEN1 inh
O=c1c(C(c2ccc(O)cc2)c2c(O)nc3n(c2=O)CCS3)c(O)nc2n1CCS2 | 1% | ? | -2%
N#CC1=C(SCC(N)=O)NC(=O)CC1c1ccccc1Cl (stereo not drawn) | -10% | 2% | 2%
O=C(NCCC1CCCCN1S(=O)(=O)c1ccccc1)C(=O)NCc1ccc(F)cc1 (stereo not drawn) | 2% | -1%[0.505 µM] | 6%
CCCNC(=O)c1ccccc1NS(=O)(=O)c1ccc(OC)c(OC)c1 | 3% | -5% | 0%
Cc1nc2ccccn2c1C(=O)CSc1cccc(Cl)c1 | 20% | -1% | -18%
CC[C@]1(C(=O)OC)[C@H]2C(=O)N(Cc3ccccc3)C(=O)[C@H]2[C@H]2CN=C(SC)N21 | . | 1%[56.1 µM] | -3%
COc1ccc2cc(C[C@@H]3CC[C@@H](CO)O3)ccc2c1 | . | 0%[56.1 µM] | -2%
CN1/C(=C\C(=S)Nc2ccccc2)C(C)(C)c2ccccc21 | 25% | 9% | -16%
Cc1nn(C(C)C(=O)Nc2ccc3c(c2)OCO3)c(C)c1[N+](=O)[O-] (stereo not drawn) | 3% | . | -9%
COc1cc(OC)c2ccc(=O)oc2c1C(CCN1CCN(c2ccccc2)CC1)c1ccc(N(C)C)cc1 (stereo not drawn) | -3%&-10% | 24% | -17%&-5%
CCOc1ccc(OCC)c(S(=O)(=O)NC2CC(C)(C)NC(C)(C)C2)c1 | 1% | 2% | 7%
O=C1c2ccccc2C(=O)c2c([N+](=O)[O-])ccc(O)c21 | -6% | . | ?
Cc1ccc2cc(NC(=O)c3ccc(C(C)(C)C)cc3)ccc2n1 | -19% | . | -32%
Cc1ccc(N(CCC(=O)Nc2nnc(C3CC3)s2)S(=O)(=O)c2ccccc2)cc1 | 1% | 2% | .
CN1CCc2c(sc(NC(=O)Cc3ccc(F)cc3)c2C(N)=O)C1 | 3% | 3% | 3%
CCCNC1=C(N(C(C)=O)c2cccc(F)c2)C(=O)c2ccccc2C1=O | -6% | 7% | 3%
CC(/C=N/NC(=O)Cc1cccn1C)=C\c1ccccc1 | ? | 5% | -13%
COc1cccc(NC(=O)c2ccc(-c3nc(COc4ccc(C)cc4)c(C)o3)cc2)c1 | . | 3% | 15%
O=C(CCCN1C(=O)CSc2ncccc21)N1CCN(Cc2ccccc2)CC1 | 16% | 2% | 7%
Cc1cc(C)nc(Oc2ccc(Br)cc2)n1 | 6% | 1% | 16%

An excerpt of these results, with values under each structure.
Below each SMILES: N370S GC mod | TDP1 inh | FEN1 inh
> CCOc1ccc(OCC)c(S(=O)(=O)NC2CC(C)(C)NC(C)(C)C2)c1
    1% | 2% | 7%
> O=C1c2ccccc2C(=O)c2c([N+](=O)[O-])ccc(O)c21
    -6% | . | ?
> Cc1ccc2cc(NC(=O)c3ccc(C(C)(C)C)cc3)ccc2n1
    -19% | . | -32%
> Cc1ccc(N(CCC(=O)Nc2nnc(C3CC3)s2)S(=O)(=O)c2ccccc2)cc1
    1% | 2% | .

Additional records follow.
SMILES | N370S GC mod | TDP1 inh | FEN1 inh
CC1CCCCC1NC(=O)C(=O)NCC1CCCO1 (stereo not drawn) | -4% | -3% | 9%
CCC(=O)Nc1ccccc1C(=O)N1CCN(Cc2ccccc2)CC1 | 8% | 0% | -4%
O=C(NCCCN1CCCC1=O)Nc1ccc(Cl)cc1Cl | 5% | 1% | -7%
CCOCCCN(C(=O)c1snc(C(N)=O)c1N)C(C(=O)NCCC(C)C)c1ccc(Cl)cc1 (stereo not drawn) | -2% | . | -10%
Cc1ccccc1OCCn1cnc2cc([N+](=O)[O-])ccc2c1=O | 4% | 7% | 2%
Cc1ccsc1C(=O)NCC(C)(C)N1CCOCC1 | . | 1% | 25%
Cc1nc2ccccc2c(=O)n1/N=C/c1ccc(O)cc1O | 11% | 4% | -3%
CCOc1ccc(-c2cc(C(=O)N3CCN(c4cccc(C(F)(F)F)c4)CC3)c3ccccc3n2)cc1 | . | 3% | -22%
COCC1CCN(C(=O)c2ccc(OC)c(OC3CCN(C(C)C)CC3)c2)CC1 | 1% | 4% | -1%
CC(C)c1ncc(S(=O)(=O)c2ccc(C(F)(F)F)cn2)c(N)n1 | -3% | 3% | -6%
CC(C)CC(=O)NCc1ccc(F)cc1 | 7% | -2% | -1%
Cc1ccc(CCNS(=O)(=O)c2cc3c(cc2C)NC(=O)CO3)cc1 | 9% | . | 4%
CC1CCN(C(=O)CCNC(=O)c2ccccc2)CC1 | -15% | 0% | -9%
CCc1nnc(SCC(=O)NC2CCCC2)nc1CC | 3% | 1% | -5%
Cc1cc(C)c(S(=O)(=O)NCc2cccnc2)cc1C | -16% | . | -1%
CCOC(=O)c1ccccc1N/C=C/C(=O)c1cccs1 | 8% | 0% | -4%
O=C(NN1C(=O)NC2(CCCCC2)C1=O)c1ccc(-c2ccccc2Cl)o1 | . | 1%[56.1 µM] | -3%
Cc1nc(N2CCCC2)c2ccsc2n1 | 8%[2.35 µM] | 4% | -12%
CCCNS(=O)(=O)c1ccc(NC(=O)c2ccccn2)cc1 | 17% | 5% | 16%
CCc1ccc(-c2cc(C(=O)NCc3ccccn3)c3ccccc3n2)cc1 | 8% | -6% | -18%

Shown with values ahead of the structure: part of the list above
N370S GC mod | TDP1 inh | FEN1 inh | SMILES
-6% | 7% | 3% | CCCNC1=C(N(C(C)=O)c2cccc(F)c2)C(=O)c2ccccc2C1=O
8%[2.35 µM] | 4% | -12% | Cc1nc(N2CCCC2)c2ccsc2n1
3% | 1% | -5% | CCc1nnc(SCC(=O)NC2CCCC2)nc1CC
-2% | . | -10% | CCOCCCN(C(=O)c1snc(C(N)=O)c1N)C(C(=O)NCCC(C)C)c1ccc(Cl)cc1 (stereo not drawn)

More records follow.
SMILES | N370S GC mod | TDP1 inh | FEN1 inh
Nc1nnc(-c2ccccc2[N+](=O)[O-])o1 | -20% | -9% | 6%
COc1cc(CN2CCN(c3ccccc3F)CC2)c([N+](=O)[O-])cc1OC | 12% | -8% | 2%
O=C(Cc1csc(NC(=O)c2ccc(F)cc2)n1)NO | 6% | 5% | -2%
CCc1ccc(NC(=O)COC(=O)CCCC2=NS(=O)(=O)c3ccccc3N2)cc1 | ? | 0%&0% | -8%&16%
CC(CNC(=O)C1CCN(S(=O)(=O)c2ccc3c(ccn3C)c2)CC1)c1ccccc1 (stereo not drawn) | . | -2% | -13%
Cc1cc(C)c2nc(-c3ccccn3)cc(C(=O)Nc3ccc(S(=O)(=O)Nc4cc(C)on4)cc3)c2c1 | -23% | 2% | ?
c1ccc(N2CCN(c3ccccc3)C2c2ccncc2)cc1 | 3% | 7% | -6%
COC(=O)c1c(C(=O)OC)c(-c2cccc(F)c2)n2c1CS(=O)C2 (stereo not drawn) | 1% | . | 1%
CC(C(=O)Nc1ccccn1)c1ccccc1 (stereo not drawn) | 3% | 3% | 19%
Cc1ccc(CC2C(=O)N(CC(=O)O)C(=O)C2C)cc1 (stereo not drawn) | -12% | 2% | -8%
O=C(CS(=O)(=O)c1cn(Cc2ccc(Cl)cc2)c2ccccc12)N1CCOCC1 | 4% | 0% | -15%
Nc1cc(Cl)nnc1Cl | -19% | ? | 0%
CC1CC1C(=O)OCC(=O)c1c(N)n(C)c(=O)n(C)c1=O (stereo not drawn) | -1% | 7% | 0%
COc1ccccc1CNC(=O)c1c(O)nc2cc(C)ccn2c1=O | . | -2% | 2%
NC(=O)c1ccc(SCC(=O)OCC(=O)N2CCCC2=O)c([N+](=O)[O-])c1 | -2% | . | -1%
CS(=O)(=O)N1CCc2cc(C(=O)N3CCN(c4ccccc4)CC3)ccc21 | -5% | 2%&5% | 0%&-9%
Cc1ccc(C(=O)N2CCN(c3cnn(C)c(=O)c3Cl)CC2)cc1 | 0% | -3% | 12%
CCn1c(SCC(=O)N2CCCCC2)nc(O)cc1=O | 6% | 0% | 0%
CC(NC(=O)c1ccccc1NC(=O)c1ccncc1)c1ccccc1 (stereo not drawn) | 4% | -14% | -2%
CCN(CC)S(=O)(=O)c1ccc(NC(=O)c2ccc(Sc3nncn3C)c([N+](=O)[O-])c2)cc1 | 5% | 5% | -5%
Cc1c(NC(=S)NC(=O)CCc2ccccc2)c(=O)n(-c2ccccc2)n1C | 11% | 0% | -1%
COc1cccc(CNC(=O)c2ccc3c(c2)nc2n3CCCCC2)c1OC | . | 5% | -5%
C[C@H]1CC[C@]2(OC1)O[C@@H]1C[C@@H]3[C@@H]4CC[C@H]5C[C@@H](O)CC[C@]5(C)[C@@H]4CC(=O)[C@@]3(C)[C@H]1[C@@H]2C | 15%[21.6 µM] | 8%[21 µM] | .
CCOC(=O)CSc1nnc2n(-c3ccccc3)c(=O)c3c4c(sc3n12)CC(C(C)(C)C)CC4 (stereo not drawn) | . | 10% | -32%
Cc1ccc(Sc2ccc(CN3CCCC3)cc2[N+](=O)[O-])cc1 | -6% | 5% | -19%
CCN(CC)S(=O)(=O)c1ccc(N2CCN(C)CC2)c(NC(=O)Nc2ccc(C)cc2)c1 | ? | 6% | -3%
CCCCC(NC(=O)Cc1c(C)c2cc3c4c(oc3cc2oc1=O)CCCC4)C(=O)O (stereo not drawn) | ? | . | -12%
O=C(Nc1ccc(S(=O)(=O)NC2=NCCCCC2)cc1)c1ccc(Cl)cc1Cl | -9% | -5%[0.505 µM] | 8%
Cc1ccc(S(=O)(=O)N2CCOCC2)cc1C(=O)OCC(=O)NC1CCCCC1 | -19% | -3% | 2%
CN(C(=O)COC(=O)c1ccc(=O)n(Cc2ccccc2)n1)C1CCCCC1 | . | 0% | 1%
Cc1ccc2c(c1)C(=O)C(=O)N2CCCOc1ccccc1C | -4% | 6% | 3%
c1ccc2cc(Sc3ncnc4c3oc3ccccc34)ccc2c1 | 14% | -2% | 1%
Cc1ccc(S(=O)(=O)NCCS(=O)(=O)N2CCN(c3ccc(F)cc3)CC2)cc1 | -2% | -2% | -6%
Cc1ccc(-c2nc3ccc(Cl)cn3c2Nc2ccccc2)o1 | . | 1% | 13%
CCCN(CC1CC1)C(=O)COc1ccccc1C(=O)NCc1ccccc1 | ? | 8% | -2%
COc1cccc(NC(=O)CCCCCn2nnc3ccccc3c2=O)c1 | -7% | . | -5%
S=c1nc[nH]c2c1ncn2C1CCCO1 (stereo not drawn) | 14% | 9% | 1%
Cc1ccc(CNC(=O)c2cn(C3CCCCC3)c(=O)c3c2c2ccccc2n3C)o1 | 16% | 2% | -12%
Cc1cc(C(=O)C(C)OC(=O)C2=NNC(=O)CC2)c(C)n1-c1ccc(OC(F)F)cc1 (stereo not drawn) | 0% | 7% | -7%
COc1ccc(S(=O)(=O)N[C@@H](CSCc2ccccc2)C(=O)O)cc1 | 0% | 4% | 16%

Already shown: entries from further up.
SMILES | N370S GC mod | TDP1 inh | FEN1 inh
Cc1c(NC(=S)NC(=O)CCc2ccccc2)c(=O)n(-c2ccccc2)n1C | 11% | 0% | -1%
COc1cccc(CNC(=O)c2ccc3c(c2)nc2n3CCCCC2)c1OC | . | 5% | -5%
C[C@H]1CC[C@]2(OC1)O[C@@H]1C[C@@H]3[C@@H]4CC[C@H]5C[C@@H](O)CC[C@]5(C)[C@@H]4CC(=O)[C@@]3(C)[C@H]1[C@@H]2C | 15%[21.6 µM] | 8%[21 µM] | .
CCOC(=O)CSc1nnc2n(-c3ccccc3)c(=O)c3c4c(sc3n12)CC(C(C)(C)C)CC4 (stereo not drawn) | . | 10% | -32%
Cc1ccc(Sc2ccc(CN3CCCC3)cc2[N+](=O)[O-])cc1 | -6% | 5% | -19%

Next entries:
SMILES | N370S GC mod | TDP1 inh | FEN1 inh
O=c1nc(Nc2ccccc2)oc2ccccc12 | -3% | -3% | -4%
O=C(N[C@@H](Cc1c[nH]c2ccccc12)C(=O)O)c1ccc(Cl)cc1 | 26% | 2% | 3%
CCOc1ccc(NC(=O)CN(C)C(=O)CC2OC(=O)c3ccccc32)cc1OCC (stereo not drawn) | -2% | 0% | 4%
N#Cc1nc(-c2ccccc2)oc1N1CCC(C(N)=O)CC1 | -3% | . | -17%
CC1(C)CC(=O)C2=C(C1)N=C1SCCC(=O)N1C2c1ccc(C(F)(F)F)cc1 (stereo not drawn) | -7% | 2% | -2%
O=C(CSc1nc2c(c(=O)n1-c1ccccc1)SCC2)N1CCOCC1 | 0% | 0% | -8%
Cc1onc(-c2c(F)cccc2Cl)c1C(=O)N=C(N)N1CCCC1 | -10% | . | 7%
CCCSc1nc(-c2ccc(OC)cc2)cc(-c2ccccc2OC)c1C#N | . | -11%[12.3 µM] | 0%
CN(C)S(=O)(=O)c1cccc(NC(=O)COc2ccccc2C(=O)NCc2ccccc2)c1 | -12% | 2% | -13%
OCCNc1nc(-c2cccs2)nc2ccccc12 | . | 1% | -17%
